AMPAR-TARP mod – GluA2-stargazin AMPA receptor complex modulation. 40,000 tested, 3.5% active. calls only at 30 µM. O88602+P19491. HEK293 GluA2+stargazin, membrane potential dye (FDSS), glutamate EC50; hits were called plate by plate, in both directions. AID 1259245;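 active = any of four per-well response measures lying three or more SD from its plate-wide compound average, in either direction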
Target sequence (O88602 whole entry, looked up): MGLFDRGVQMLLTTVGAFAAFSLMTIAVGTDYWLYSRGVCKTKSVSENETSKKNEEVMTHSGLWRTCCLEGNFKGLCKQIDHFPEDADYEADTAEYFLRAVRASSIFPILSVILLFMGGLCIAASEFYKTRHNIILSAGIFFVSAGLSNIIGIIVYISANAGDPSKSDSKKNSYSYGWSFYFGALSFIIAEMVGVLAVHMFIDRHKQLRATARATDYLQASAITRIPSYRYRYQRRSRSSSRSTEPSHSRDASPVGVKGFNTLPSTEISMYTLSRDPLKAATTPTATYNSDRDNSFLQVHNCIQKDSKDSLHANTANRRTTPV
Target sequence (P19491 whole entry, looked up): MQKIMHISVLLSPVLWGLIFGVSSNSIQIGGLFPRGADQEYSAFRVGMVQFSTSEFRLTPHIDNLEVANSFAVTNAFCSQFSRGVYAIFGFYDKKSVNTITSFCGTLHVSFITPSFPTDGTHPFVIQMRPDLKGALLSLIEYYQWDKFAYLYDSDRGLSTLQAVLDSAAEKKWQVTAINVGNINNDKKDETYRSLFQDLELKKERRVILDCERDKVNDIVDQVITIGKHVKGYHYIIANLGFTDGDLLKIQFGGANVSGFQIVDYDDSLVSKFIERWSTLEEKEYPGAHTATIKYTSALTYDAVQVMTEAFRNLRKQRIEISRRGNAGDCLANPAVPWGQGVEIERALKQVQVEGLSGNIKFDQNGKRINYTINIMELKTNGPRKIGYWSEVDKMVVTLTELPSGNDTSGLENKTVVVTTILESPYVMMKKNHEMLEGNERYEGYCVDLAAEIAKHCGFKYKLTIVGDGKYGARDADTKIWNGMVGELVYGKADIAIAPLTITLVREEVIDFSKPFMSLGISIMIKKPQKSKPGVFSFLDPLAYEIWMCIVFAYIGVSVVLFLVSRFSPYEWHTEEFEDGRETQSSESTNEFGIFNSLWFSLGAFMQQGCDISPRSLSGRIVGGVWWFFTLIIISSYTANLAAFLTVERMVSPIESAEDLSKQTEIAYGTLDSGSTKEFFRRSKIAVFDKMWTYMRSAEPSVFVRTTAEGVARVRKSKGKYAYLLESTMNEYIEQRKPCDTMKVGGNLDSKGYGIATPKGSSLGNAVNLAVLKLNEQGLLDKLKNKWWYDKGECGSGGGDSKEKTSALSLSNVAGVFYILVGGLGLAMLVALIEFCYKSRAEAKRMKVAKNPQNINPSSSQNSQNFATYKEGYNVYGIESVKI
AMPAR-TARP mod agonism max-min – further read-out of AMPAR-TARP mod, marked with its call; compound max-min signal; compound-alone response (agonism);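 unitless range of fluorescence divided by baseline over first 100 seconds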
AMPAR-TARP mod glutamate slope – further read-out of AMPAR-TARP mod, marked with its call; glutamate slope, % of max; measured here: glutamate response slope, % max;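 scaled per plate between vehicle wells and maximal 1 mM glutamate control wells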
Numbers without * were called inactive; i = inactive; + = active, no number; & = joins results of further samples. Some of the compounds tested (hit frequency here may not be typical).

SMILES	AMPAR-TARP mod	AMPAR-TARP mod agonism max-min	AMPAR-TARP mod glutamate slope
O=C(Cc1csc(Nc2cccc(C(F)(F)F)c2)n1)N1CCN(c2ncccn2)CC1	i	0.13	68
COc1ccc(CN(CC(=O)Nc2ccc(OC)cc2)S(=O)(=O)c2cccnc2)cc1	i	0.12	61
CCn1nnc2c(NCCc3ccc(OC)c(OC)c3)ncnc21	i	0.092	62
Cc1cc(C)n(-c2ccc(N3CCC(C(=O)Nc4nc5ccc(Cl)cc5s4)CC3)nn2)n1	i	0.082	57
COCCNC(=O)Cc1cc(=O)oc2cc(C)ccc12	i	0.092	53
COc1ccc(N2C(=O)C3N=NN(CC(=O)Nc4ccc5c(c4)OCCO5)C3C2=O)cc1OC (centres undefined)	i	0.093	50
Cc1ccc(SCCC(=O)Nc2nnc(-c3ccccn3)o2)cc1	i	0.12	93
COc1ccc(NC(=O)NCCc2ccncc2)cc1	i	0.065	33
COCCn1c(N2CCN(CCc3ccccc3)CC2)nc2c1c(=O)[nH]c(=O)n2C	i	0.12	1
Cc1cccc(C)c1NS(=O)(=O)c1c(C)cc(C)c(N(C)S(C)(=O)=O)c1C	i	0.076	47
Cn1c(=O)[nH]c(=O)c2c1nc1n2CCCN1c1ccccc1O	i	0.036	36
COCCn1cnc2c(-c3ccccc3)cn(CC(=O)Nc3ccc(F)c(Cl)c3)c2c1=O	i	0.036	42
Cc1nc(OC(C)C)cc(N2CCN(C(=O)Nc3ccccc3)CC2)n1	i	0.062	53
CCSc1ccc(CC(=O)Nc2sc3c(c2C(N)=O)CCCC3)cc1	i	0.1	55
O=C(O)CCN(CC(O)Cn1c2ccccc2c2ccccc21)S(=O)(=O)c1ccccc1 (centres undefined)	i	0.13	62
CC(C)(C)n1ncc2c(=O)n(CC(=O)N3CCCc4ccccc43)cnc21	i	0.058	60
COc1ccc(CC(=O)Nc2nnc(-c3cc(OC)cc(OC)c3)o2)cc1	i	0.082	59
COc1ccccc1N1CCN(CCNS(=O)(=O)c2ccc(F)c(C)c2)CC1	i	0.083	57
Cc1c(C(=O)NCc2ccc(Cl)cc2)nnn1-c1ccccc1	i	0.095	63
Cc1cc(NC(=O)CSc2ccc(NC(=O)C(C)C)nn2)on1	i	0.064	44
Nc1ccc(S(=O)(=O)N2CCCC2)cc1	i	0.078	51
O=C(c1ccc2nsnc2c1)N1CCN(c2ccc(-c3cccnc3)nn2)CC1	i	0.11	32
O=C(Nc1cccc(N2CCCC2=O)c1)c1ccc2c(c1)OCO2	i	0.12	68
CC(C)c1ccccc1NC(=O)CCc1csc(NC(=O)c2ccco2)n1	i	0.13	55
Cc1[nH]nc2c1C(c1ccc(N(C)C)cc1)C1=C(CC(C)(C)CC1=O)N2 (centres undefined)	i	0.057	55
Cc1nc(-c2cccc(F)c2)sc1CCNC(=O)Nc1ccccc1C(F)(F)F	i	0.087	49
O=C(c1ccco1)N(CCCn1ccnc1)c1nc2c(Cl)cccc2s1	i	0.16	44
Cc1ccc(Cn2nc(C(=O)N3CCc4ccccc43)ccc2=O)cc1	i	0.059	63
COc1ccc(Cl)cc1NC(=O)c1nnn(-c2ccc(C)c(F)c2)c1C	i	0.1	64
CCOCCn1c(=O)c2c(nc3n2CCCN3c2ccccc2OC)n(C)c1=O	i	0.041	50
O=C(NCC(O)c1ccc(C(F)(F)F)cc1)C(=O)Nc1ccc(F)cc1F (centres undefined)	i	0.13	53
COC(=O)c1ccc(NC(=O)Cn2cnc3c(sc4ncccc43)c2=O)cc1	i	0.14	54
Cc1ccc(NC(=O)Cc2ccc(S(C)(=O)=O)cc2)c(C(=O)c2ccccc2)c1	i	0.08	70
Cc1nc(-c2cccc(NC(=O)C3CCCN(c4cc(-n5cccn5)ncn4)C3)c2)cs1 (centres undefined)	i	0.07	65
CCOC(CNC(=O)C(=O)Nc1c2c(nn1C(C)(C)C)CSC2)OCC	i	0.046	64
Cc1cccc(NC(=O)NC(C)C(c2cccs2)N2CCOCC2)c1 (centres undefined)	i	0.041	60
O=C(CSc1nc(-c2ccccc2)[nH]c1S(=O)(=O)c1ccccc1)NC1CCCC1	i	0.13	68
CCCOc1ccc(-n2nnc(C(=O)Nc3nccs3)c2C)cc1	i	0.094	59
CCOc1ccc(CC(=O)Nc2nc3c(OC)ccc(C)c3s2)cc1	i	0.11	57
COC(=O)Cn1c(=O)c2c(nc3n(-c4ccc(OC)cc4)c(-c4ccccc4)cn23)n(C)c1=O	i	0.087	61

7 entries from above, sorted by their value in AMPAR-TARP mod agonism max-min, ascending.
SMILES	AMPAR-TARP mod	AMPAR-TARP mod agonism max-min	AMPAR-TARP mod glutamate slope
CCOCCn1c(=O)c2c(nc3n2CCCN3c2ccccc2OC)n(C)c1=O	i	0.041	50
Cc1nc(-c2cccc(NC(=O)C3CCCN(c4cc(-n5cccn5)ncn4)C3)c2)cs1 (centres undefined)	i	0.07	65
Nc1ccc(S(=O)(=O)N2CCCC2)cc1	i	0.078	51
COC(=O)Cn1c(=O)c2c(nc3n(-c4ccc(OC)cc4)c(-c4ccccc4)cn23)n(C)c1=O	i	0.087	61
CCCOc1ccc(-n2nnc(C(=O)Nc3nccs3)c2C)cc1	i	0.094	59
O=C(NCC(O)c1ccc(C(F)(F)F)cc1)C(=O)Nc1ccc(F)cc1F (centres undefined)	i	0.13	53
O=C(c1ccco1)N(CCCn1ccnc1)c1nc2c(Cl)cccc2s1	i	0.16	44

(listing goes on)
SMILES	AMPAR-TARP mod	AMPAR-TARP mod agonism max-min	AMPAR-TARP mod glutamate slope
O=C(NCC1(c2cccs2)CCOCC1)c1cc2ccccc2o1	i	0.1	46
N=C1SCC(=O)N1c1ncc(Cc2cccc(Cl)c2)s1	i	0.09	48
O=C(Nc1ccc2c(c1)OCO2)N1CCC(c2cccs2)CC1	i	0.13	69
O=C(NCC(O)(c1ccccc1)C(F)(F)F)c1cc(=O)c2ccccc2o1 (centres undefined)	i	0.14	61
COc1ccccc1CNC(=O)CSc1nc(=O)n(CC2CCCO2)c2c1CCC2 (centres undefined)	i	0.069	51
O=C1CCCCN1c1ccc(NS(=O)(=O)c2ccc([N+](=O)[O-])cc2)cc1	i	0.049	56
COCC(C)(O)CNC(=O)c1ccc(-c2ccccc2)cc1 (centres undefined)	i	0.09	60
O=c1c2sccc2nc(SCc2nc(-c3ccccc3)no2)n1-c1ccccc1	i	0.082	57
COc1ccc(CC(=O)Nc2ccc(C)c(N3CCCCC3=O)c2)cc1OC	i	0.057	41
Cn1c(=O)c2c(nc(N3CCOCC3)n2CC(O)c2ccccc2)n(C)c1=O (centres undefined)	i	0.11	51
CCc1nc2sc(C(c3ccc(Br)cc3)N3CCCC3)c(O)n2n1 (centres undefined)	i	0.11	48
CC(=O)N1CC(C(=O)Nc2nc(C)cs2)C1	i	0.089	60
Cc1cc(NC(=O)c2ccc(C#N)cc2)n(-c2ccccc2)n1	i	0.056	40
CC(C)OCCCNC(=O)Cc1cc(-c2cc3ccccc3o2)on1	i	0.044	48
CCOC(=O)N1CCN(C(=O)c2cc(-c3ccc(F)cc3)c[nH]2)CC1	i	0.1	60
Cc1nn(CC(O)COc2ccc3c4c(c(=O)oc3c2)CCC4)c(C)c1Cl (centres undefined)	i	0.09	47
CC(=O)N1CCc2c(sc(NC(=O)c3cc(C)ccc3C)c2-c2nc3ccccc3s2)C1	i	0.13	64
COc1ccc(NC(=O)Cn2nc3c(cc2=O)CCCC3)cc1Cl	i	0.075	69
O=C(NCC1(O)CCOCC1)NC(c1ccccc1)c1ccccc1	i	0.11	81
CCOc1ccc(N2CC(C)Cn3c2nc2c3c(=O)n(CC(C)=O)c(=O)n2C)cc1 (centres undefined)	i	0.088	69
O=S(=O)(NCC(O)c1ccsc1)c1ccc(F)c(Cl)c1 (centres undefined)	i	0.19	53
CCOC(=O)N1CCc2nc(NC(=O)CCCS(=O)(=O)c3ccccc3)sc2C1	i	0.1	67
CSc1ccccc1CN1CCC(CNC(=O)COc2ccc(Cl)cc2)CC1	i	0.034	52
Cc1cc(S(=O)(=O)N2CCCN(CCn3cccn3)CC2)c(Cl)cc1Cl	i	0.098	86
O=C(CCCS(=O)(=O)c1ccccc1)Nc1ccc(-c2nc3ccccc3s2)cc1	i	0.085	70
O=C(COc1ccccc1)NCCN1CCn2cc(OCc3ccccc3)c(=O)cc2C1=O	i	0.099	60
COc1cc(/C=N/O)cc(OC)c1OC	i	0.041	55
Cn1nc(NC(=O)c2cc3ccccc3oc2=O)c2c1NC(=O)CC2c1cccs1 (centres undefined)	i	0.12	68
O=C(CC(=O)c1ccccc1)Nc1ccc2c(c1)OCCO2	i	0.12	73
COc1ccc(CNC(=O)N2CCN(Cc3nc(-c4cccs4)cs3)CC2)cc1	i	0.14	56
COc1ccc(S(=O)(=O)NCC(c2ccsc2)N(C)C)cc1F (centres undefined)	i	0.032	49
CS(=O)(=O)N1CCCC1C(=O)Nc1nc2c(s1)CCCC2 (centres undefined)	i	0.11	64
Cc1cc(C)n(CCN2CCN(C(=O)c3c(-c4ccccc4Cl)noc3C)CC2)n1	i	0.1	40
CC(C)n1ccc(C(=O)Nc2sc(-c3ccccc3)cc2C(N)=O)n1	i	0.14	55
O=C(Nc1ccc2c(c1)C(=O)N1CCCCC1CCO2)Nc1ccccc1F (centres undefined)	i	0.097	63
O=c1c2ccccc2nc(SCc2nc(-c3ccc(Br)cc3)no2)n1Cc1ccco1	i	0.079	64
COC(=O)c1sc2ccccc2c1S(=O)(=O)NCc1cccc(Cl)c1	i	0.09	48
CC(C)(C)n1ncc2c(=O)n(NC(=O)c3cccc(Cl)c3)cnc21	i	0.031	27
O=C(Nc1nccs1)c1ccc2c(c1)OCCCO2	i	0.094	60
CCc1ccccc1NC(=O)N1CCN(c2ccc3nnc(-c4ccco4)n3n2)CC1	+	0.2*	56*
OC(COc1ccc(C23CC4CC(CC(C4)C2)C3)cc1)CN1CCCC1 (centres undefined)	i	0.036	26
CC(C)N(C(=O)Cn1cnc2c(nnn2C)c1=O)C(C)C	i	0.07	68
O=C(CCCS(=O)(=O)c1ccc(Cl)cc1)Nc1nc(-c2cccc([N+](=O)[O-])c2)cs1	i	0.11	42
OC(COc1ccc(Cl)cc1)Cn1cnc(-c2ccccc2)c1 (centres undefined)	i	0.062	51
COc1cccc(C(=O)NCC2(c3ccccc3OC)CCOCC2)c1	i	0.064	59
Cc1cccc(CS(=O)(=O)N2CCN(C(=O)c3cnn4ccccc34)CC2)c1	i	0.11	55
Cc1ccc(CC(=O)Nc2cccc3c2CCCC3)cc1	i	0.045	29
COc1ccccc1C(=O)N1CCC(c2nnc(C3CC3)o2)CC1	i	0.094	49
Cc1ccc(OCc2ccc(C(=O)Nc3ccc(C)cc3C)o2)cc1	i	0.072	50
COC(=O)N1CCC(CNC(=O)Cc2cccs2)CC1	i	0.086	66
CC(=O)Nc1ccc(NC(=O)CSc2nc(=O)n(CC3CCCO3)c3c2CCCC3)cc1 (centres undefined)	i	0.086	49
COc1ccc2cc(-c3csc(NC(=O)COc4ccccc4)n3)oc2c1	i	0.051	25
Cc1nc(-c2ccccc2)sc1C(=O)NCCOc1ccc2nnc(-c3ccccc3)n2n1	i	0.04	50
O=C(CSc1nnnn1-c1cccc2ccccc12)Nc1ccc(C(=O)O)cc1	i	0.067&0.039	38&85
Cc1ccc(F)cc1S(=O)(=O)NCCNc1cc(-n2cccn2)ncn1	i	0.13	59
CCCC(=O)N(CCN1CCOCC1)c1nc2ccc(C)cc2s1	i	0.063	30
Cc1cc(NS(=O)(=O)c2ccc(NC(=O)c3ccc([N+](=O)[O-])s3)cc2)no1	i	0.099	76
COc1ccc(-c2noc(-c3cc(-c4cc(C)ccc4C)n[nH]3)n2)cc1OC	i	0.098	59
Cc1cc(C)nc(SCc2c(C(=O)NCc3ccco3)nnn2-c2ccccc2)n1	i	0.045	55
CC(C)(C)n1nc2c(c1NC(=O)C(=O)NCC1CCCO1)CSC2 (centres undefined)	i	0.031	53

Random excerpt: three compounds from above.
SMILES	AMPAR-TARP mod	AMPAR-TARP mod agonism max-min	AMPAR-TARP mod glutamate slope
COc1ccccc1C(=O)N1CCC(c2nnc(C3CC3)o2)CC1	i	0.094	49
CC(=O)Nc1ccc(NC(=O)CSc2nc(=O)n(CC3CCCO3)c3c2CCCC3)cc1 (centres undefined)	i	0.086	49
Cc1cccc(CS(=O)(=O)N2CCN(C(=O)c3cnn4ccccc34)CC2)c1	i	0.11	55

Following part:
SMILES	AMPAR-TARP mod	AMPAR-TARP mod agonism max-min	AMPAR-TARP mod glutamate slope
CCOc1ccc(C2NC(=O)NC(CS(=O)(=O)c3ccccc3)=C2C(=O)OC)cc1 (centres undefined)	i	0.091	51
CN(c1cccc(NS(C)(=O)=O)c1)S(C)(=O)=O	i	0.074	21
COc1cc(OC)cc(C(=O)Nc2ccc(N3CCCC3=O)cc2)c1	i	0.11	54
Cc1nc(-n2nc(-c3ccco3)cc2NC(=O)/C=C\c2ccccc2)[nH]c(=O)c1C	i	0.11	46
COc1ccc(CCNC(=O)C(=O)NCCC2=CCCCC2)cc1	i	0.085	71
Cc1ccc([N+](=O)[O-])cc1NC(=O)C(=O)NCc1c(F)cccc1F	i	0.13	66
O=C(CN1C(=O)CCC1=O)Nc1sccc1-c1nc2ccccc2s1	i	0.062	73
O=C(NCC1CCN(C(=O)c2cccnc2)CC1)C(=O)Nc1ccc(C(F)(F)F)cc1	i	0.095	59
O=S(=O)(/C=C/c1ccccc1)N1CCC(c2ccsc2)CC1	i	0.12	52
